APP 5'UTR act: activates APP 5'UTR luciferase reporter | SH-SY5Y APP 5'UTR luciferase reporter, luminescence; zero percent = DMSO vehicle wells | activation, % at 2 µM | 190,000 compounds, 1% hits;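 active = activation above a set limit, based on mean plus 3 SD of controls, cut at about 140% in these data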; note: values of inactives mirror those of a sister screen read the other way
NF-kB neuron act: raises NF-kB expression in human neuronal cells | NF-kB reporter expression; hits give high values | AID 1239 | 190,000 compounds, 1.6% hits | fold change at 12.5 µM; in the data active = fold change above about 3.3
TNAP act hiacc: TNAP (human) activation, high acceptor; 200,000 tested, under 10 active; purified TNAP, CDP-star luminescence, 1 M DEA, 30 min; hits give high values; 0 = EDTA background, 1 = DMSO-only activity; AID 1136; P05186; activation factor at 20 µM;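 active = activation factor at least 2 at 20 µM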
Target sequence (P05186 whole entry, looked up): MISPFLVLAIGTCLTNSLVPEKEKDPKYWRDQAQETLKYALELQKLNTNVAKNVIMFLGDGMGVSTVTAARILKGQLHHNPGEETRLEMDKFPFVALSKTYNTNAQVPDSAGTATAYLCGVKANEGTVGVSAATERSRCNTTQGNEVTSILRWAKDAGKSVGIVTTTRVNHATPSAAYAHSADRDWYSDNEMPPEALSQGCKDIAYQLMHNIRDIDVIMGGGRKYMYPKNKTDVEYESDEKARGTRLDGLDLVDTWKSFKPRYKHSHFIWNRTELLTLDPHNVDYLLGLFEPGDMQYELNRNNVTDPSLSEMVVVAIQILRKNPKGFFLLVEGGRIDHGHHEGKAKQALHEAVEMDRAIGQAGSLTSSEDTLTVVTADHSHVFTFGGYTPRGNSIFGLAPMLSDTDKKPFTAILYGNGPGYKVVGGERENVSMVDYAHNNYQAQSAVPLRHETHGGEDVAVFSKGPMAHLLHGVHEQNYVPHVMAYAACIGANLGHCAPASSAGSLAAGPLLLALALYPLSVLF
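Dosing: 20 µM single point. System: human TNAP. Amount: TNAP 1/800 final. Incubation: 30 min, room temperature. Read-out: TNAP activation factor scaled between EDTA and DMSO control wells. Signal: luminescence from CDP-star hydrolysis. Medium: 1 M DEA, pH 9.8, Mg2+, Zn2+. Control set: EDTA negative control, DMSO positive control.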
PMI act: phosphomannose isomerase (human) activation | 190,000 compounds, 0.005% hits | purified human PMI, coupled resazurin fluorescence, 20 min; hits give high values; 1 = vehicle control, 0 substrate-free wells | activation factor at 20 µM | AID 1214;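 active = activation factor of 2 or more at 20 µM, relative to plate controls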
FLuc stim CS: firefly luciferase counter-screen for stimulation assays. ATPlite luciferase biochemical, luminescence, 10 min; 0 = ATP-free wells, 1 = DMSO control. 200,000 tested, under 10 active. P08659. activation factor at 10 µM;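 active = luciferase activation factor, scaled between plate controls, of at least 2 with compound at 10 µM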
Target sequence (P08659 whole entry, looked up): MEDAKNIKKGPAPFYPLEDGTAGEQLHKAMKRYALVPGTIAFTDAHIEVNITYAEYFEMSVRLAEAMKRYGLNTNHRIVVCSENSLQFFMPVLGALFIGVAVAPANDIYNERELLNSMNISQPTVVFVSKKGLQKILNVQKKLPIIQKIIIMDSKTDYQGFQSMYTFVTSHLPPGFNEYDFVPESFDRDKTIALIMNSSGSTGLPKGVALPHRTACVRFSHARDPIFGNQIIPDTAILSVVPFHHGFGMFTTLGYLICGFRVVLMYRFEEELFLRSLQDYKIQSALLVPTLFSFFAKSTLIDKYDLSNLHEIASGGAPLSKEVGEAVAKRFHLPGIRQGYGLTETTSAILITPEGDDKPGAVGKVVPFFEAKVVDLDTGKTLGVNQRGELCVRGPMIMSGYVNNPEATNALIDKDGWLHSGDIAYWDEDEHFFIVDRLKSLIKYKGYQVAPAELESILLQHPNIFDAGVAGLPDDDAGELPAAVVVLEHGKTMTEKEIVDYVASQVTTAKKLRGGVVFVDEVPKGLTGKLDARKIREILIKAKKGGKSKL
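System: luciferase plus luciferin reagent, cell-free; medium: PBS as buffer for the ATP substrate; dosing: test compounds dosed from 2 mM stocks in 100% DMSO; timing: 10 min post-reagent at room temperature; measured by: luminescence measurement of luciferase light output; evaluation: luciferase activation, seen as luminescence increase over controls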
TNAP inh hiacc: blocks human TNAP under high phosphate acceptor concentration; inhibition, % at 20 µM; purified TNAP, CDP-star luminescence, 1 M DEA; P05186; 200,000 compounds, 0.03% hits; AID 1135;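 active = over 50% inhibition of tissue-nonspecific alkaline phosphatase at 20 µM in the single-dose screen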;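 note: plate controls were DMSO wells for no effect and EDTA-quenched wells as full inhibition for full effect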
bIAP act: increases bovine intestinal alkaline phosphatase activity. purified bovine IAP, CDP-star luminescence, 30 min; hits give high values; fold of DMSO-control signal, blank-subtracted. activation factor at 20 µM. 200,000 compounds, 0.17% hits;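 active = activation factor of 2 or more at 20 µM, a signal rise over negative controls twice the positive control's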
PMI act hi M6P: activators of human phosphomannose isomerase at near-saturating mannose 6-phosphate; 190,000 compounds, 0.34% hits; AID 1216; coupled PMI enzyme assay, resazurin fluorescence, 20 min; hits give high values; 1 = untreated enzyme, 0 = substrate-free blank; activation factor at 20 µM;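 active = activation factor of 2 or more at 20 µM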
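Test system: human phosphomannose isomerase with PGI, G6PDH, diaphorase coupling enzymes; Amount: PMI at 15 ng/mL final; Reagent: Mannose-6-phosphate 1.0 mM (near-saturating) plus 0.22 mM NADP+; Timing: 20 min, room temperature; Technique: resorufin fluorescence at Ex 544/Em 590 nm; Dosing: 20 µM single dose.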
TNAP inh no acc: TNAP (human) inhibition, acceptor-free conditions | inhibition, % at 20 µM | AID 1012 | purified TNAP, CDP-star luminescence, 30 min | 200,000 compounds, 0.26% hits;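 active = tissue-nonspecific alkaline phosphatase inhibition above about 50% at 20 µM in the single-dose screen, limit read from the data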;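 note: 0% = DMSO negative control and 100% = EDTA positive control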
FLuc inh counter: counter-screen for luciferase assay inhibitors: firefly luciferase inhibition; P08659; ATPLite firefly luciferase biochemical luminescence, 10 min; inhibition, % at 10 µM; 200,000 compounds, 1.5% hits; AID 1006;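 active = inhibition above about 50% when tested at 10 µM, limit read from the data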
* marks the source's active call; other numbers are inactive results.

For CCNc1c(NC(C)=O)c(=O)oc2ccccc12 the results were APP 5'UTR act -13, NF-kB neuron act 1.6, TNAP act hiacc 1, PMI act 1, FLuc stim CS 1.1, TNAP inh hiacc -1, bIAP act 0.8, PMI act hi M6P 1, TNAP inh no acc -10 and FLuc inh counter -6.
Screening c1ccc(C(c2ccccc2)N2CCN(Cc3nnnn3C3CCCC3)CC2)cc1 returned APP 5'UTR act 18, NF-kB neuron act 0.73, TNAP act hiacc 1.1, PMI act 1.2, FLuc stim CS 1.1, TNAP inh hiacc -10, bIAP act 1.1, PMI act hi M6P 1, TNAP inh no acc 1 and FLuc inh counter -11.
O=C(O)c1cn(-c2ccccc2)c(=O)c2ccccc12 was read as APP 5'UTR act -10, NF-kB neuron act 1.1, TNAP act hiacc 1, PMI act 1, FLuc stim CS 1.1, TNAP inh hiacc -5, bIAP act 0.9, PMI act hi M6P 1, TNAP inh no acc -22 and FLuc inh counter -5.
For COc1ccc(NS(=O)(=O)c2ccc(NC(=S)NC(=O)/C=C/c3ccc(C)cc3)cc2)nn1 the results were APP 5'UTR act 8, NF-kB neuron act 0.99, TNAP act hiacc 1, PMI act 0.9, FLuc stim CS 1.1, TNAP inh hiacc -2, bIAP act 0.9, PMI act hi M6P 1, TNAP inh no acc -4 and FLuc inh counter -5.
For Cc1ccc(NC(=O)CSc2nnc(-c3ccncc3)n2C)cc1S(=O)(=O)N1CCOCC1 the results were APP 5'UTR act 23, NF-kB neuron act 0.98, TNAP act hiacc 1, PMI act 1.1, FLuc stim CS 1.1, TNAP inh hiacc -4, bIAP act 1.1, PMI act hi M6P 1.1, TNAP inh no acc -1 and FLuc inh counter -7.
For CCOC(=O)CNCCC(=O)c1ccc(Br)cc1 the results were APP 5'UTR act -4, NF-kB neuron act 1.1, TNAP act hiacc 1, PMI act 0.5, FLuc stim CS 1, TNAP inh hiacc -1, bIAP act 0.9, PMI act hi M6P 0.5, TNAP inh no acc -8 and FLuc inh counter -2.
For c1ccc(C2c3c(ccc4ccccc34)Oc3ncn4nc(-c5ccco5)nc4c32)cc1 (stereo not drawn) the results were APP 5'UTR act 13, NF-kB neuron act 0.96, TNAP act hiacc 1, PMI act 0.9, FLuc stim CS 1, TNAP inh hiacc -2, bIAP act 0.9, PMI act hi M6P 0.9, TNAP inh no acc -13 and FLuc inh counter 0.
O=C(CNc1cccc2ccccc12)N/N=C/C=C/c1ccco1 was read as APP 5'UTR act -5, NF-kB neuron act 0.94, TNAP act hiacc 1, PMI act 0.7, FLuc stim CS 1.1, TNAP inh hiacc -3, bIAP act 0.9, PMI act hi M6P 0.4, TNAP inh no acc -31 and FLuc inh counter -9.
For O=C(Nc1ccc(CN2CCCCC2)cc1)c1ccc(Br)o1 the results were APP 5'UTR act 17, NF-kB neuron act 1.6, TNAP act hiacc 1, PMI act 0.9, FLuc stim CS 1, TNAP inh hiacc 2, bIAP act 0.9, PMI act hi M6P 1, TNAP inh no acc -4 and FLuc inh counter -3.
For CCCc1cc(=O)[nH]c(SCC(=O)N2CCN(S(=O)(=O)c3ccccc3)CC2)n1 the results were APP 5'UTR act 0, NF-kB neuron act 2.5, TNAP act hiacc 1, PMI act 1, FLuc stim CS 1.1, TNAP inh hiacc -1, bIAP act 1, PMI act hi M6P 1.1, TNAP inh no acc -16 and FLuc inh counter -5.
O=C(CN(C1CC1)S(=O)(=O)c1ccc(S(=O)(=O)NC2CCCCC2)cc1)Nc1ccccc1 was read as APP 5'UTR act 9, NF-kB neuron act 0.91, TNAP act hiacc 1, PMI act 0.8, FLuc stim CS 1.2, TNAP inh hiacc -1, bIAP act 0.7, PMI act hi M6P 0.8, TNAP inh no acc 1 and FLuc inh counter -16.
Screening COc1c(C)cc(NC(=O)c2ccc3c(c2)NC(=O)CO3)cc1C returned APP 5'UTR act 3, NF-kB neuron act 0.94, TNAP act hiacc 1, PMI act 1, FLuc stim CS 1, TNAP inh hiacc -4, bIAP act 1, PMI act hi M6P 1, TNAP inh no acc -9 and FLuc inh counter 1.
C/C(Cl)=C\CSc1nnc2n(N)c(=O)c3ccccc3n12 was read as APP 5'UTR act 10, NF-kB neuron act 1.3, TNAP act hiacc 1, PMI act 0.9, FLuc stim CS 1, TNAP inh hiacc -1, bIAP act 0.9, PMI act hi M6P 1, TNAP inh no acc -6 and FLuc inh counter 3.
`Brc1ccc2c(c1)C(c1cccnc1)=NNC(c1cccs1)=N2` gave APP 5'UTR act 3, NF-kB neuron act 0.88, TNAP act hiacc 1, PMI act 0.8, FLuc stim CS 1, TNAP inh hiacc 3, bIAP act 1, PMI act hi M6P 0.9, TNAP inh no acc -8 and FLuc inh counter 3.
For CCN(CC)C(=O)c1sc2[nH]c(=S)n(-c3ccccc3)c(=O)c2c1C the results were APP 5'UTR act 9, NF-kB neuron act 1.2, TNAP act hiacc 1, PMI act 0.9, FLuc stim CS 1, TNAP inh hiacc -4, bIAP act 1, PMI act hi M6P 0.9, TNAP inh no acc -8 and FLuc inh counter -1.
Cc1ccc(S(=O)(=O)N2CCC(C(=O)N3CCC[C@H]3C(=O)NC3CCS(=O)(=O)C3)CC2)cc1 (stereo partly drawn) was read as APP 5'UTR act -1, NF-kB neuron act 1.2, TNAP act hiacc 1.1, PMI act 1.1, FLuc stim CS 1, TNAP inh hiacc -5, bIAP act 1.1, PMI act hi M6P 1.1, TNAP inh no acc -10 and FLuc inh counter -4.
Screening O=C(COC(=O)Cn1nnc2ccccc21)Nc1ccccc1Br returned APP 5'UTR act 17, NF-kB neuron act 0.98, TNAP act hiacc 0.9, PMI act 1, FLuc stim CS 1, TNAP inh hiacc 6, bIAP act 0.9, PMI act hi M6P 1.1, TNAP inh no acc 0 and FLuc inh counter 4.
COc1ccc(NC(=S)NCCN2CCC(C)CC2)cc1 was read as APP 5'UTR act 5, TNAP act hiacc 1, PMI act 1, FLuc stim CS 1, TNAP inh hiacc 0, bIAP act 0.8, PMI act hi M6P 0.9, TNAP inh no acc -12 and FLuc inh counter 1.
`S=C(NCc1ccc(Cl)cc1)NC1CCCCC1` gave APP 5'UTR act 20, NF-kB neuron act 0.87, TNAP act hiacc 1, PMI act 0.9, FLuc stim CS 1.1, TNAP inh hiacc -4, bIAP act 1, PMI act hi M6P 1, TNAP inh no acc -20 and FLuc inh counter -8.
For CC1=CC(C)(C)N(C(=O)CN2C(=O)c3ccccc3C2=O)c2ccccc21 the results were APP 5'UTR act 4, NF-kB neuron act 1.1, TNAP act hiacc 1, PMI act 0.9, FLuc stim CS 1.1, TNAP inh hiacc -1, bIAP act 0.9, PMI act hi M6P 0.8, TNAP inh no acc -3 and FLuc inh counter -9.
Fc1ccc(CNc2cnccn2)cc1 was read as APP 5'UTR act -7, NF-kB neuron act 1.1, TNAP act hiacc 1, PMI act 1, FLuc stim CS 1, TNAP inh hiacc -4, bIAP act 1, PMI act hi M6P 1, TNAP inh no acc -10 and FLuc inh counter -4.
`C/C(=N\NC(=S)NC1CCCCC1)c1ccc(O)cc1` gave APP 5'UTR act 36, NF-kB neuron act 1.1, TNAP act hiacc 1, PMI act 0.9, FLuc stim CS 0.9, TNAP inh hiacc 0, bIAP act 1, PMI act hi M6P 0.9, TNAP inh no acc 4 and FLuc inh counter 5.
`O=C(N/N=C\c1cccnc1)C1c2ccccc2Oc2ccccc21` gave APP 5'UTR act -1, NF-kB neuron act 1.1, TNAP act hiacc 1.1, PMI act 1, FLuc stim CS 1, TNAP inh hiacc -5, bIAP act 1, PMI act hi M6P 1, TNAP inh no acc -14 and FLuc inh counter -2.
CC(C)(C)C1CCC(=NNc2ccc(S(N)(=O)=O)cc2[N+](=O)[O-])CC1 (stereo not drawn) was read as APP 5'UTR act 13, NF-kB neuron act 0.67, TNAP act hiacc 0.9, PMI act 0.8, FLuc stim CS 1, TNAP inh hiacc 7, bIAP act 1, PMI act hi M6P 0.9, TNAP inh no acc -2 and FLuc inh counter -4.
`N#C/C(=C\c1cccc(NC(=O)c2ccccc2Cl)c1)C(=O)NCCc1ccccc1` gave APP 5'UTR act -38, NF-kB neuron act 0.86, TNAP act hiacc 1, PMI act 0.9, FLuc stim CS 1, TNAP inh hiacc 1, bIAP act 0.8, PMI act hi M6P 0.9, TNAP inh no acc -24 and FLuc inh counter -2.
Cc1ccc(-c2nnc(Sc3nc4ccccc4o3)c3ccccc23)cc1 was read as APP 5'UTR act 38, NF-kB neuron act 4.9*, TNAP act hiacc 1, PMI act 0.8, FLuc stim CS 1.1, TNAP inh hiacc 2, bIAP act 1.2, PMI act hi M6P 0.9, TNAP inh no acc 2 and FLuc inh counter -7.
`O=C(Nc1ccccn1)NC12CC3CC(CC(C3)C1)C2` gave APP 5'UTR act -10, NF-kB neuron act 1.2, TNAP act hiacc 1.1, PMI act 0.9, FLuc stim CS 1, TNAP inh hiacc -10, bIAP act 0.9, PMI act hi M6P 0.9, TNAP inh no acc -12 and FLuc inh counter -3.
`CCn1nc(C(=O)N[C@@H](CCSC)c2nc3ccccc3[nH]2)c2ccccc2c1=O` gave APP 5'UTR act 15, NF-kB neuron act 0.83, TNAP act hiacc 1, PMI act 1, FLuc stim CS 0.9, TNAP inh hiacc -1, bIAP act 1, PMI act hi M6P 1, TNAP inh no acc -6 and FLuc inh counter 14.
Screening CC(C)(C)C(=O)Nc1nc2c(c(=O)[nH]1)CCCC2 returned APP 5'UTR act 13, NF-kB neuron act 1.2, TNAP act hiacc 1, PMI act 1.1, FLuc stim CS 1, TNAP inh hiacc -2, bIAP act 0.9, PMI act hi M6P 1, TNAP inh no acc 2 and FLuc inh counter -2.
`COc1ccc(C)cc1NC(=O)CN1C(=O)c2cccc3cccc1c23` gave APP 5'UTR act -10, NF-kB neuron act 1.4, TNAP act hiacc 1.1, PMI act 0.8, FLuc stim CS 1, TNAP inh hiacc -7, bIAP act 0.9, PMI act hi M6P 0.8, TNAP inh no acc -8 and FLuc inh counter -2.
`COCCCNCC(O)COc1ccccc1F` (stereo not drawn) gave APP 5'UTR act 18, NF-kB neuron act 1.1, TNAP act hiacc 1, PMI act 1, FLuc stim CS 1, TNAP inh hiacc -4, bIAP act 1, PMI act hi M6P 0.8, TNAP inh no acc -10 and FLuc inh counter 1.

3 structures out of the list, ordered by SMILES length, low to high.
Screening CC(C)(C)C(=O)Nc1nc2c(c(=O)[nH]1)CCCC2 returned APP 5'UTR act 13, NF-kB neuron act 1.2, TNAP act hiacc 1, PMI act 1.1, FLuc stim CS 1, TNAP inh hiacc -2, bIAP act 0.9, PMI act hi M6P 1, TNAP inh no acc 2 and FLuc inh counter -2.
Cc1ccc(-c2nnc(Sc3nc4ccccc4o3)c3ccccc23)cc1 was read as APP 5'UTR act 38, NF-kB neuron act 4.9*, TNAP act hiacc 1, PMI act 0.8, FLuc stim CS 1.1, TNAP inh hiacc 2, bIAP act 1.2, PMI act hi M6P 0.9, TNAP inh no acc 2 and FLuc inh counter -7.
`N#C/C(=C\c1cccc(NC(=O)c2ccccc2Cl)c1)C(=O)NCCc1ccccc1` gave APP 5'UTR act -38, NF-kB neuron act 0.86, TNAP act hiacc 1, PMI act 0.9, FLuc stim CS 1, TNAP inh hiacc 1, bIAP act 0.8, PMI act hi M6P 0.9, TNAP inh no acc -24 and FLuc inh counter -2.

From PubChem BioAssay
